High-throughput results (PubChem BioAssay)
ATG4B inhibitor: ATG4B (human) cysteine protease inhibition | AID 504462 | ATG4B cleavage of LC3-PLA2, NBD-HPC fluorescence, 1 h | 340,000 compounds, 0.51% hits | inhibition, % at 8.33 µM | Q9Y4P1; in the data active = inhibition above about 40%
Target sequence (Q9Y4P1 whole entry, looked up): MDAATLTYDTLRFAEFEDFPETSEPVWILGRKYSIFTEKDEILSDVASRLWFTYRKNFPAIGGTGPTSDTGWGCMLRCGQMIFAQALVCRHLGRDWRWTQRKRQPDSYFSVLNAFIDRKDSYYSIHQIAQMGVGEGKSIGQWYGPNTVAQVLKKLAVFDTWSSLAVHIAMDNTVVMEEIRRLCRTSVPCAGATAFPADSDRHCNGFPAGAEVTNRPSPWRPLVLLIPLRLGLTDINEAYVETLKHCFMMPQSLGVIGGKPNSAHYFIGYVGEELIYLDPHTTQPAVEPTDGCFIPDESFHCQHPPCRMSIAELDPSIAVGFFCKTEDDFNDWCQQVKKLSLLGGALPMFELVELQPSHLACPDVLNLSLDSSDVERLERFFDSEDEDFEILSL
MPTP block: blocks calcium-induced mitochondrial swelling. isolated mouse mitochondria, Ca2+ swelling absorbance, 30 min. inhibition, % at 10 µM. 360,000 compounds, 1.4% hits. AID 602449;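 active = inhibition of 50% or more, scaled per plate between neutral and stimulator controls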;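 also: 0% = DMSO wells given calcium and 100% = 1 mM EGTA wells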
* marks the source's active call; other numbers are inactive results. Only part of the results is shown; count on the stated rates, not on these rows.

Value order: ATG4B inhibitor	MPTP block
CC(=O)Nc1ccc2c(c1)-c1ccc(F)cc1C2
 : -12	1.6
Cc1cc(C)c(S(=O)(=O)N2CCN(C(=O)c3c(C)nn(-c4ccccc4)c3Cl)CC2)c(C)c1
 : -12	0.8
CCOC(=O)c1c(C)c(/C=N/Nc2ccccc2)n(C)c1C
 : -8	0.4
Cc1nccn1S(=O)(=O)c1ccc(Br)cc1Br
 : -8	-0.1
CCN(c1ccccc1)S(=O)(=O)c1ccc(OCC(F)(F)F)c(NC(=O)c2ccc(=O)[nH]c2)c1
 : -6	-1.8
Cc1ccc(S(=O)(=O)N(C)c2ccc(OCC(=O)Nc3nnc(C4CC4)s3)cc2)cc1
 : -3	-0.8
CCN(CC)S(=O)(=O)c1cc([N+](=O)[O-])ccc1N=Nc1c(O)[nH]c2ccccc12
 : 1	10
CN=c1sc2c(n1C)C(=O)c1ccccc1C2=O
 : -7	1.2
Cc1cc(CCNC=O)c(C)c2c1sc1ccccc12
 : 1	0.4
O=C(Cc1cccc(NC(=O)C2CCN(C(=O)CCc3ccccc3)CC2)c1)Nc1cccc(C(=O)N2CCCCC2)c1
 : -5	0.2
O=C(Nc1cccc(Cl)c1)OCCOc1ccccc1
 : 5	3.4
Cc1ccc(C)c(S(=O)(=O)Nc2ccc(S(=O)(=O)Nc3onc(C)c3C)cc2)c1
 : -3	-1.7
CC(=O)NC(CCC(=O)O)C(=O)O (configuration not stated)
 : 5	-3.3
CCn1cc(C(=O)NCCN(C)C)c(=O)c2cc(F)c(N3CCN(C)CC3)cc21
 : 0	-0.1
CC(Sc1ccc(Cl)cc1)C(=O)Nc1ccccc1-c1ccccc1 (configuration not stated)
 : 50*	2.8
Cc1ccccc1-c1cccc([C@@H]2C[C@H]3[C@H](CON3C)CN2C(=O)C(C)(C)C)c1
 : 6	-1.1
COc1ccc(S(=O)(=O)Nc2cccc(S(=O)(=O)N(C)C)c2)cc1[N+](=O)[O-]
 : -1	2.5
CC(C)c1cc(NCCN2CCOCC2)n2c(nc3ccccc32)c1C#N
 : -1	1.3
O=C(/C=C/c1ccccc1)COC(=O)c1ccccc1
 : 1	0.2
Nc1c(N(CCC2=CCCCC2)C(=O)COc2ccc(F)cc2Cl)c(=O)[nH]c(=O)n1Cc1ccccc1
 : -15	-0.7

Shown as a hit in ATG4B inhibitor, of those listed so far:
Value order: ATG4B inhibitor	MPTP block
CC(Sc1ccc(Cl)cc1)C(=O)Nc1ccccc1-c1ccccc1 (configuration not stated)
 : 50*	2.8

Returning to the listing; the 7 compounds before the break are reprinted first.
Value order: ATG4B inhibitor	MPTP block
CCn1cc(C(=O)NCCN(C)C)c(=O)c2cc(F)c(N3CCN(C)CC3)cc21
 : 0	-0.1
CC(Sc1ccc(Cl)cc1)C(=O)Nc1ccccc1-c1ccccc1 (configuration not stated)
 : 50*	2.8
Cc1ccccc1-c1cccc([C@@H]2C[C@H]3[C@H](CON3C)CN2C(=O)C(C)(C)C)c1
 : 6	-1.1
COc1ccc(S(=O)(=O)Nc2cccc(S(=O)(=O)N(C)C)c2)cc1[N+](=O)[O-]
 : -1	2.5
CC(C)c1cc(NCCN2CCOCC2)n2c(nc3ccccc32)c1C#N
 : -1	1.3
O=C(/C=C/c1ccccc1)COC(=O)c1ccccc1
 : 1	0.2
Nc1c(N(CCC2=CCCCC2)C(=O)COc2ccc(F)cc2Cl)c(=O)[nH]c(=O)n1Cc1ccccc1
 : -15	-0.7
COc1cccc(CN(C)C(=O)c2ccc(Cl)c(S(=O)(=O)N3CCCCCC3)c2)c1OC
 : -4	0.0
CN(C)c1ccc(/C=C(\C#N)C(=O)c2ccccc2)cc1
 : 6	1.4
NC(=Nc1ccccc1)N(c1ccccc1)c1ccccc1
 : 0	0.0
CC(C)(CCc1ccccn1)C(=O)C(CCc1ccccn1)CCc1ccccn1
 : -10	0.7
O=[N+]([O-])c1cc(-c2cccnc2)n[nH]1
 : -1	-0.2
Cc1ccc(S(=O)(=O)N2CCN(S(=O)(=O)c3ccccc3)C2)cc1
 : 1	-3.2
O=C1C(=C2CCc3ccccc32)Cc2ccccc21
 : 0	1.0
OC(CCCC(O)c1ccccc1)c1ccccc1 (configuration not stated)
 : -7	-1.3
CN(C)c1ccc(/C=C/C(=O)c2ccc(O)cc2)cc1
 : -3	0.6
CCN(CC(=O)NCc1cccs1)C(=O)c1cccc(S(=O)(=O)Nc2ccc(F)cc2)c1
 : -2	-0.4
O=C(CCc1ccc(Oc2cc([N+](=O)[O-])cc([N+](=O)[O-])c2)cc1)Nc1cccc(Cl)c1
 : 1	97*
CC1=NN(c2nc(-c3ccc(C)cc3)cs2)C(=O)C1N=Nc1ccc(C(N)=O)cc1 (configuration not stated)
 : 9	3.6
COc1cc(CN(C)C(=O)C2CCN(S(=O)(=O)c3cccs3)CC2)ccc1OC(F)F
 : -7	0.9
O=C(O)c1ccc(/C=C2/SC(=S)N(Cc3ccccc3)C2=O)cc1
 : 4	1.6
O=C(CSCc1cnn(-c2ccccc2)c1-n1cccc1)NCc1ccc2c(c1)OCO2
 : 23	5.9
COc1ccc(C2=NOC(C(=O)NCc3ccco3)C2)cc1OC (configuration not stated)
 : -9	0.3
COc1cccc(/C=N/NC(=O)c2cc3cc([N+](=O)[O-])ccc3s2)c1O
 : 19	7.9
Cc1ccc(S(=O)(=O)N2CCCCC2)cc1NC(=O)COC(=O)CN1C(=O)NC2(CC(C)CC(C)(C)C2)C1=O (configuration not stated)
 : -5	0.3
Cc1cccc(NS(=O)(=O)c2ccc(C)c(C(=O)NC3CCN(Cc4ccccc4)CC3)c2)c1
 : -10	-0.1
O=C(O)c1ccc(C=NN=C2c3ccccc3-c3ccccc32)cc1
 : -7	-0.4
O=C(/C=C/c1ccccc1)Nc1scc(-c2ccccc2)c1C(=O)O
 : 24	0.1
CC(=O)N1c2ccc(Cl)cc2C2C=CCC2C1c1cccc2ccccc12 (configuration not stated)
 : 28	-0.6
CCN1CCN(c2ccc(S(=O)(=O)N3CCCCC3)cc2NC(=O)c2ccc(C)c(C)c2)CC1
 : -3	0.5
COc1ccc(C(CNC(=O)CN2C(=O)NC(C)(c3ccc4ccccc4c3)C2=O)N2CCCC2)cc1 (configuration not stated)
 : -2	-1.0
CCOC(=O)C(=Cc1ccc2c(c1)OCO2)c1ccccc1
 : 1	3.1
Cc1cccc(N=Cc2[nH]c3ccc(Br)c(Cl)c3c2O)c1
 : 6	97*
NC(=O)C1(Nc2ccc(-c3ccc(Cl)cc3)cc2)CCCC1
 : -3	0.8
CCN(C(=O)CSc1nc2scc(-c3ccccc3)c2c(=O)n1N)C1CCS(=O)(=O)C1 (configuration not stated)
 : -6	0.7
CCCCCCCCCC[n+]1cccc2c3ccccc3ccc21
 : 12	96*
CCOc1ccc(NS(=O)(=O)c2ccc(C(=O)N(C)CC(=O)Nc3cccc(OC)c3)cc2)cc1
 : -11	1.7
CC1CN(S(=O)(=O)c2ccccc2)C(C)CN1S(=O)(=O)c1ccccc1 (configuration not stated)
 : -3	-1.2
N#C/C(=C\c1ccc(OCc2ccc(Br)cc2)cc1)C(=O)Nc1cccc(C(=O)O)c1
 : -1	0.0
COc1cccc(C2c3cc4c(cc3OC(C)(N3CCCC3)C2C)OCO4)c1O (configuration not stated)
 : 0	0.3
O=C(NC1CC1)c1ccc(NC(=O)C2CCCC2)cc1
 : 1	0.8
Cc1ccc(C)c(N2C(=N)S/C(=C\c3ccc(-c4ccccc4C(=O)O)o3)C2=O)c1
 : 8	2.0
Cc1ccc(NC(=S)Nc2ccc3nc(-c4ccccn4)c(-c4ccccn4)nc3c2)cc1C
 : -1	-1.3
C#CCOCCOCCOCCNc1nc(N2CCN(C(=O)[C@H]([C@@H](C)CC)n3cc(CCC(=O)O)nn3)CC2)nc(N2CCN(C(=O)[C@H](CCCCN)n3cc(CC(C)O)nn3)CC2)n1 (some centres not stated)
 : -1	-2.4
CCOC(=O)c1sc2nc3c(SCC(=O)O)cc(C(=O)c4cc(F)ccc4O)cn3c(=O)c2c1C
 : 24	1.9
COC(=O)C1C2CC(C(Br)C2Br)C1C(=O)O (configuration not stated)
 : -6	-3.0
O=c1[nH]c(O)c(C=Nc2ccc(Cl)cc2Cl)c(=O)[nH]1
 : -9	1.9
O=CN(Cc1ccccc1)c1cc([N+](=O)[O-])ccc1OCc1ccccc1
 : -3	2.4
O=C(NCc1ccccc1)c1ccc(C(=O)NCc2ccccc2)cc1
 : -5	1.3
CC(=O)C1CCC2C3CC(C)C4=CC(=O)CCC4(C)C3C(=O)CC12C (configuration not stated)
 : -7	0.1
COc1ccc2c(COC(=O)c3ccc(C)c(S(=O)(=O)N4CCOCC4)c3)cc(=O)oc2c1
 : -10	-2.0
ON(CCc1ccccn1)Cc1ccccc1
 : -5	-0.9
CCC1(CC(C)C)SC(N)=NC1=O (configuration not stated)
 : -3	-1.1
Nc1[nH][nH]c(=O)c1N=Nc1ccccc1
 : -19	-0.6
Cc1ccc(S(=O)(=O)N2CC(O)C[C@H]2C(=O)OCC(=O)N2CCN(c3ccc(F)cc3)CC2)cc1C (some centres not stated)
 : -13	0.1
O=Cc1ccc(Sc2ncccn2)o1
 : -8	-1.3
CC1CCCCCCC1OC(=O)c1ccccc1C(=O)O (configuration not stated)
 : -3	-1.3

Carrying on:
Value order: ATG4B inhibitor	MPTP block
O=C(CSc1ncnc2scc(-c3ccccc3)c12)N1CCN(c2ccccc2F)CC1
 : 2	1.7
C=CCOC(=O)c1cc(-c2ccc(/C=C3\C(=O)NC(=O)C(C#N)=C3C)o2)ccc1Cl
 : 70*	-12
CC(=O)Nc1ccc(C=NN=C2c3ccccc3-c3ccccc32)cc1
 : 7	3.0
COCC(=O)n1nc(-c2ccccc2)nc1NCc1cccs1
 : -5	1.9
COCCC(=O)N1CCCC(C(=O)c2ccccc2SC)C1 (configuration not stated)
 : 28	-0.1
O=C(OCC(=O)N1CCN(c2ccccc2)CC1)c1ccco1
 : 8	-1.0
CC(=O)OCC1CC(COC(C)=O)C(COC(C)=O)CC1COC(C)=O (configuration not stated)
 : 9	1.8
COc1cccc(OC)c1OC(=O)c1ccccc1
 : 0	-0.9
COc1ccc(-c2ccc3c(c2)C2CC3CCN2C(=O)OCc2ccccc2)cc1 (configuration not stated)
 : 3	-0.2
COc1cc(C(=O)Nc2cccc(-c3nc4ccccc4o3)c2C)cc(OC)c1OC
 : -1	-1.7

Reformatted: results already given.
SMILES: COc1cccc(OC)c1OC(=O)c1ccccc1
  ATG4B inhibitor: 0; MPTP block: -0.9

SMILES: COc1ccc(-c2ccc3c(c2)C2CC3CCN2C(=O)OCc2ccccc2)cc1 (configuration not stated)
  ATG4B inhibitor: 3; MPTP block: -0.2

(more compounds)
Value order: ATG4B inhibitor	MPTP block
COc1ccc(Cn2c(CCC(=O)N3CCN(c4ccccn4)CC3)nc3ncccc3c2=O)cc1
 : -8	-2.2
COc1ccc(CN(C)C(=O)C(CCSC)NS(=O)(=O)c2ccc3c(c2)OCCO3)c(OC)c1OC (configuration not stated)
 : -1	-0.1
CCCNC1(C(N)=O)CCN(Cc2ccccc2)CC1
 : 2	0.4
C[C@@H]1CN(S(=O)C(C)(C)C)[C@@H](CCO)/C1=C\CCO (some centres not stated)
 : -2	-0.9
COc1cc(Cl)c(CNC[C@H]2O[C@@H](n3ccc(=O)[nH]c3=O)[C@H](O)[C@@H]2O)c(Cl)c1O
 : 1	0.0
COc1ccc(N2C(=O)CSC2c2cccc(OC)c2OC)cc1 (configuration not stated)
 : -4	0.0
CCN1C[C@@H]2[C@@H]3C(=O)N(C)C(=O)[C@@H]3[C@](Cc3ccccc3)(C1=O)N2C(=O)c1ccc(Cl)cc1
 : -14	-1.4
F[B-](F)(F)c1cnc2ccccc2c1
 : -3	0.4
CC(C)C[C@@H](CNCC(=O)[C@H](CC(C)C)NC(=O)c1[nH]cnc1C(=O)N[C@H](CN)CC(C)C)NC(=O)c1nc[nH]c1C(=O)N[C@@H](CC(=O)O)C(=O)O
 : -7	2.1
N#CC(=Nc1ccccc1)c1ccccc1
 : 0	-1.3
Cc1nc(N2CCN(C(c3ccccc3)c3ccccc3)CC2)[nH]c(=O)c1C
 : -8	5.0
N=C1/C(=C\c2ccc(-c3ccc(C(=O)O)cc3)o2)C(=O)N=C2SC=C(c3ccccc3)N12
 : 11	6.0
CN(C(=O)c1cccc(NC(=O)Cc2ccc(NC(=O)C3CCN(S(=O)(=O)c4cccc([N+](=O)[O-])c4)CC3)cc2)c1)C1CCC1
 : -10	0.1
CC(C)(C)c1ccc(-c2cn(-c3ccc(Br)cc3)c3[n+]2CCCS3)cc1
 : 5	53*
Cc1n[nH]c(=S)c2nn(-c3ccccc3F)c(C)c12
 : 11	3.3
O=C(CCCCC(=O)Sc1ccccc1)Sc1ccccc1
 : 0	-1.3
O=S(=O)(O)c1cc2onnc2c2ccccc12
 : 2	0.1
COC1=C(C)C(=O)C2=C(C1=O)C1C3CC4=C(C(=O)C(OC)=C(C)C4=O)C(CNC(=O)C(C)=O)N3C(C#N)C(C2)N1C (configuration not stated)
 : 3	0.9
CN(c1ccccc1)S(=O)(=O)CS(=O)(=O)N(C)c1ccccc1
 : 4	0.2
Cc1ccc(NC(=S)N2CCC(C(=O)c3ccc(F)cc3)CC2)cc1C
 : -3	1.0
COCC(=O)OC1CCn2c1nc1c2C(=O)C(C)=C(NC(C)=O)C1=O (configuration not stated)
 : 40	-0.8
Cc1c(N)cc(S(=O)(=O)O)cc1NC(=O)c1cccc([N+](=O)[O-])c1
 : 1	0.4
CC1CCCN(c2ccc([N+](=O)[O-])s2)C1 (configuration not stated)
 : 2	2.2
COc1ccc(S(=O)(=O)N2CCC3CC2c2cc(N4CCOCC4)ccc23)cc1 (configuration not stated)
 : 11	-0.6
COc1ccc(NC(=O)/C(Cl)=C(/Cl)S(=O)(=O)Cc2ccc(C)cc2)cn1
 : -12	0.2
COc1cc2c(O)cc(C(=O)O)c(-c3cc(OC)c(OC)c(OC)c3)c2cc1OC
 : 0	1.3
CN(C)C(CNC(=O)C1CCN(S(=O)(=O)c2cc(Cl)ccc2Cl)CC1)Cc1ccccc1 (configuration not stated)
 : -3	-1.1
